# Screening results: PubChem, several laboratories
# CSN inh: blocks human CSN-mediated cullin deneddylation; Q92905; Purified CSN, SCF-Nedd8-OG deneddylation, fluorescence polarization; inhibition, % at 12.5 µM; actives 0.38% (n = 360,000);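 active = pattern-corrected inhibition above about 35%, with an unprinted fluorescence ratio check between 0.5 and 1.5, limit read from the data, passing the limit was not always enough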;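 note: 0% = enzyme with substrate and 100% = substrate without enzyme; some results filed as inactive read as strong as hits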
# Target sequence (Q92905 whole entry, looked up, one chain of several): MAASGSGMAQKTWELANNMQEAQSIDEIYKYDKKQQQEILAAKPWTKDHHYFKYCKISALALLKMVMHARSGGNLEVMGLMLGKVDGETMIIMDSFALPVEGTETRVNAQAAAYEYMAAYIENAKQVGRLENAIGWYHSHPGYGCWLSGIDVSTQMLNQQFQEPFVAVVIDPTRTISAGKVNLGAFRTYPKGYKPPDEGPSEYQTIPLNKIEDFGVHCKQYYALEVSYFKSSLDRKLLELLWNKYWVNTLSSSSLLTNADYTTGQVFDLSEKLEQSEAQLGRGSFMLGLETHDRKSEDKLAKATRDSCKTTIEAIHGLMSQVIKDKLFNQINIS
#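 Detection – fluorescence polarization · System – HEK293T-derived human Csn5 enzyme · Controls – substrate-only high control, full reaction low control · Timing – 90 min, room temperature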
# MT1-MMP act inh: blocks activation of human MT1-MMP; HT1080 RFP-PRO-GFP cells, GFP/RFP ratio fluorescence, overnight; percent of plate control window, DMSO zero; GFP/RFP ratio change, % at 20 µM; actives 0.061% (n = 360,000);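 active = GFP/RFP ratio change of at least 30% with cell ATP level not reduced by more than half and red fluorescence within 50% of control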; note: strong numbers were not always called active
#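 Material: RFP-PRO-GFP reporter HT1080 cells. Dosing: single-point 20 µM compound, 1% DMSO. Controls: DMSO and RFP-L50D-GFP cell wells. Timing: cells overnight before dosing, compound overnight, 37 °C, 5% CO2. Measure: GFP/RFP fluorescence ratio.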
# Rin1-Abl PPI inh: inhibitors of human Rin1-Abl protein interaction; P00519+Q13671; TR-FRET Rin1/Abl binding, biochemical; inhibition, % at 7.35 µM; actives 0.4% (n = 360,000); in the data active = inhibition above about 5%, passing the limit was not always enough
# PABP1 MLLE inh: inhibitors of microRNA-mediated deadenylation, human PABP1 MLLE binding; GST-MLLE / FITC-PAM2 fluorescence polarization; inhibition, % at 20 µM; actives 0.36% (n = 360,000); in the data active = inhibition above about 35%, passing the limit was not always enough;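 note: plate controls were DMSO wells with GST-MLLE for no effect and wells lacking GST-MLLE protein for full effect; some results filed as inactive read as strong as hits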
# MsrA inh: inhibits bovine methionine sulfoxide reductase A; purified bovine MsrA, absorbance read-out; inhibition, % at 15.5 µM; actives 0.75% (n = 360,000); AID 651718; in the data active = inhibition above about 4.5%;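 note: 0% = vehicle wells with enzyme and 100% = reference inhibitor wells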
# FAS-TE inh: inhibitors of human fatty acid synthase thioesterase domain; recombinant FAS-TE, OMFH fluorogenic substrate, fluorescence endpoint; inhibition, % at 15 µM; actives 0.67% (n = 360,000);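 active = compounds whose normalised, plate-corrected inhibition of enzyme fluorescence in the single-dose primary screen is 50% or more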;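 note: 0% = DMSO with enzyme and 100% = substrate without enzyme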
# eLon inh: E. coli protease La inhibition; purified E. coli Lon protease, fluorescence polarization; inhibition, % at 7.94 µM; actives 0.42% (n = 360,000); in the data active = inhibition above about 13%, passing the limit was not always enough;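 note: 0% = enzyme with probe and DMSO and 100% = no enzyme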
# MsrA act: activates bovine MsrA enzyme | purified bovine MsrA, absorbance read-out | activation, % at 10.6 µM | actives 0.3% (n = 360,000); in the data active = activation above about 7.5%;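 note: 0% = vehicle and 100% = reference activator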
# Rpn11 block: inhibitors of human proteasome Rpn11. actives 0.59% (n = 360,000). AID 588493. calls only at 20 µM. human 26S proteasome, Ub4-pepOG fluorescence polarization; 20S core pre-blocked with epoxomicin;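 active = inhibition at 20 µM, scaled to each plate's controls, above about 33%, limit read from the data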
# Target sequence (O00487 whole entry, looked up): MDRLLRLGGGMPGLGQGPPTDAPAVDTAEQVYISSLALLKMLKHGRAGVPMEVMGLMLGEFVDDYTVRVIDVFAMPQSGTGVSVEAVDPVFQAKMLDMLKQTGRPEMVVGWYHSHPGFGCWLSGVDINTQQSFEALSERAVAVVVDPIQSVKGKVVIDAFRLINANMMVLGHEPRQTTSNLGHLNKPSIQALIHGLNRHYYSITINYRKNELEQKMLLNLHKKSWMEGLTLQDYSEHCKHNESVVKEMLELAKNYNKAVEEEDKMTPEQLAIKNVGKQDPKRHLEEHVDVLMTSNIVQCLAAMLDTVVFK
# * = called active by the depositor; i = inactive; . = not tested or not shown; + = active, no number.
# The line under a structure holds: CSN inh, MT1-MMP act inh, Rin1-Abl PPI inh, PABP1 MLLE inh, MsrA inh, FAS-TE inh, eLon inh, MsrA act, Rpn11 block
CC(C)N1C(=O)C2(OCCCO2)c2cc(Br)ccc21
  1, 1, 1, -5, 1.1, 8, -1, -3, i
O=C(c1cc(COc2cccc3cnccc23)on1)N1CCCC(CCCO)C1 (centres undefined)
  3, 30, -2, 1, -0.9, -1, -16, -1, i
Cc1ccc(C)c(OCC(=O)O/N=C(\N)c2cccnc2)c1
  -1, 5, -1, 5, -0.2, -4, -4, -1, i
Cc1ccc(NC(=S)N2CCN(C(=O)c3ccccc3)CC2)c(C)c1
  -5, -3, 0, -39, -0.3, -4, -2, -1, i
CC(NC(=O)COC(=O)c1ccc2c(c1)OCCO2)c1ccccc1 (centres undefined)
  1, -2, 2, -23, 0.7, 0, -11, -10, i
O=C(O)c1cccc(Nc2nc3ccccc3nc2NS(=O)(=O)c2ccccc2)c1
  1, -1, -5, 5, 2.8, -5, 6, -4, i
CCc1cc2c(=O)c(Oc3ccccc3F)c(C)oc2c(CN(C)C)c1O
  -1, 0, -3, -9, 6.7*, -11, 0, -2, i
COc1ccc(OCC(=O)NNC(=O)C2CCC2)cc1
  -5, 2, -1, 11, -0.5, -9, -2, 0, i
CC1CCN(C(=O)COC(=O)c2ccc(N3CCCC3=O)cc2)CC1
  -2, 0, 0, -7, -0.9, -6, 3, 3, i
CC1CCCCN1C(=O)COC(=O)CNC(=O)c1ccc(Cl)cc1Cl (centres undefined)
  -4, -1, 0, 10, -0.9, -5, -3, 3, i
Cc1ccc(S(=O)(=O)N2CCN(C(=O)Cn3c(=O)cnc4ccccc43)CC2)c(C)c1
  1, 1, -2, 1, 1.2, -1, 2, -2, i
CC(C)(C)CN1CCNC(=O)C1CC(=O)NCCN1CCCc2ccccc21 (centres undefined)
  -10, -5, 3, 18, -1.3, -6, 3, -4, i
C#CCOc1ccc(Br)cc1/C=N/O
  3, -4, -1, -5, 0.1, -3, -3, -3, i
C[C@H]1COc2cc(N3CCN(Cc4ccccc4F)CC3)ccc2S(=O)(=O)N1
  0, 7, ., ., -1.2, -7, -7, 0, .
N=c1ccn(O)cc1CCc1ccccc1
  7, 0, 17*, -8, -0.1, -11, -14, -2, i
O=C1NC2(CCCCCC2)N=C1c1ccc(F)cc1
  0, -2, 0, 0, 0.5, 0, -2, -2, i
CC(=O)N1CCN(S(=O)(=O)c2ccc3c(c2)OCCO3)CC1
  -1, 2, 1, 18, -0.4, -2, -3, 1, i
O=C(O)c1c(-c2ccc(Cl)cc2)cn2ccccc12
  3, 2, -1, -1, 2.2, -1, -7, -1, i
COc1ccc(Oc2cnn(-c3ccccc3)c(=O)c2Br)cc1
  1, -1, -2, -5, -0.2, 8, 5, -9, i
COc1ccc(CNC(=O)CSC(=S)N2CCCC2)cc1
  -6, 3, -3, 4, 1.7, -2, 1, -8, i
CCCn1c(=O)n(CC(=O)NCC2CCCO2)c(=O)c2c3c(sc21)COC(C)(C)C3 (centres undefined)
  -3, -2, -4, 1, -1.7, -5, 7, -3, i
Cc1cc(C(=O)NC2CCCc3ccccc32)c(C)o1 (centres undefined)
  -4, -10, -1, -8, -0.3, -4, -12, -6, i
O=C(COC(=O)c1ccc2ccccc2n1)Nc1ncc(C(F)(F)F)cc1Cl
  2, -2, -1, 0, -0.9, -1, 2, -1, i
CCC(C)(C)n1nnnc1C(c1ccc(OC)c(OC)c1)N1CCN(c2ccc(OC)cc2)CC1 (centres undefined)
  0, 1, -2, -13, 1.8, 6, 5, -3, i
Cc1cc(C)n(C(=O)c2ccc(Cn3nc(C)c(Br)c3C)o2)n1
  -6, 2, -1, 13, 0.3, 1, -1, -4, i
CN(C)S(=O)(=O)N(CC(=O)Nc1ccc(F)c(F)c1)c1ccccc1
  -3, 7, 6, 3, -0.7, -4, 7, -2, i
CCCC(NC(=O)CCl)c1ccccc1 (centres undefined)
  -13, 0, -3, 0, -0.3, -8, 0, -7, i
CC1CCCCC1NC(=O)c1ccc(NS(=O)(=O)c2ccc3[nH]c(=O)[nH]c3c2)cc1 (centres undefined)
  5, 4, 1, 0, 0.2, -2, 11, -2, i
CC(C)C(C)NC(=O)COc1ccc(S(=O)(=O)N2CCOCC2)cc1[N+](=O)[O-] (centres undefined)
  -3, 1, -3, -2, -0.5, -13, 9, -3, i
CCOC(=O)c1[nH]c(C)c(C(=O)OCC(=O)NC(=O)NC(C)(C)C)c1C
  -2, 7, -3, -3, 0.9, -14, 5, 1, i

# Looked up above:
# CCc1cc2c(=O)c(Oc3ccccc3F)c(C)oc2c(CN(C)C)c1O @ MsrA inh = 6.7*
# CC(C)N1C(=O)C2(OCCCO2)c2cc(Br)ccc21 @ MsrA act = -3
# COc1ccc(OCC(=O)NNC(=O)C2CCC2)cc1 @ MT1-MMP act inh = 2
# CCC(C)(C)n1nnnc1C(c1ccc(OC)c(OC)c1)N1CCN(c2ccc(OC)cc2)CC1 (centres undefined) @ CSN inh = 0
# CC(C)C(C)NC(=O)COc1ccc(S(=O)(=O)N2CCOCC2)cc1[N+](=O)[O-] (centres undefined) @ PABP1 MLLE inh = -2

# The main list resumes; the four compounds before the break are reprinted first.
# The line under a structure holds: CSN inh, MT1-MMP act inh, Rin1-Abl PPI inh, PABP1 MLLE inh, MsrA inh, FAS-TE inh, eLon inh, MsrA act, Rpn11 block
CCCC(NC(=O)CCl)c1ccccc1 (centres undefined)
  -13, 0, -3, 0, -0.3, -8, 0, -7, i
CC1CCCCC1NC(=O)c1ccc(NS(=O)(=O)c2ccc3[nH]c(=O)[nH]c3c2)cc1 (centres undefined)
  5, 4, 1, 0, 0.2, -2, 11, -2, i
CC(C)C(C)NC(=O)COc1ccc(S(=O)(=O)N2CCOCC2)cc1[N+](=O)[O-] (centres undefined)
  -3, 1, -3, -2, -0.5, -13, 9, -3, i
CCOC(=O)c1[nH]c(C)c(C(=O)OCC(=O)NC(=O)NC(C)(C)C)c1C
  -2, 7, -3, -3, 0.9, -14, 5, 1, i
CN(C)C(=O)CSc1nc2ccc(C(=O)c3ccccc3)cc2[nH]1
  -3, -1, 4, -11, 0.5, -3, 5, -2, i
Cn1nc(C(F)(F)F)c(C(=O)Nc2ccc(F)cc2F)c1Sc1ccc(Cl)cc1
  1, -7, -2, -2, 1.1, 24, 8, -3, i
O=C1c2ccccc2C(=O)C1c1ccccc1F
  5, 2, 0, 8, 0.6, -3, 7, -8, i
CCCn1c2ccccc2c2cnn(CC(=O)NC3CCCCC3)c(=O)c21
  0, 1, 1, -2, 1.1, -2, 2, -6, i
COc1ccc(-c2ccc(CCC(=O)O)n2C(C)C)cc1
  4, -4, 2, 3, 1.8, -7, -17, -2, i
N=c1c2c(-c3ccccc3)c(-c3ccccc3)n(Cc3ccccc3)c2ncn1CCCO
  -2, -15, -9, -11, 0.9, -2, 0, -2, i
CSc1ccccc1NC(=O)CN(C)C(C)C(=O)NCc1ccc2c(c1)OCO2 (centres undefined)
  1, 1, 4, 1, 0.3, -2, 6, -4, i
COc1cccc(C(=O)NNC(=O)c2ccccc2-n2cccc2)c1
  0, 3, 1, -12, -0.2, -4, 0, -6, i
O=C(Nc1ccccc1N1CCOCC1)c1ccc([N+](=O)[O-])s1
  2, 5, 3, -5, 1.6, 4, 3, 2, i
O=C(c1ccc2c(=O)n(-c3ccccc3)c(=S)[nH]c2c1)N1CCCCC1
  9, -7, 0, 15, -0.9, -1, -3, -3, i
Cc1cccn2c(=O)nc(SCC(=O)N3N=C(c4cccs4)CC3c3ccc(F)cc3)nc12 (centres undefined)
  1, -7, -1, 8, 2.1, 54*, 4, -8, i
Cc1ccc(-n2ncc3c(=O)n(Cc4cccnc4)cnc32)cc1
  2, -2, -2, -6, 1.4, -6, 4, -1, i
Nc1ncccc1C(=O)OCC(=O)N1CCN(S(=O)(=O)c2ccc(Cl)cc2)CC1
  -1, -11, 2, 7, 0.8, 0, -5, -3, i
O=C(Cc1ncc(C(F)(F)F)cc1Cl)N1CCN(c2ccccn2)CC1
  -3, 5, -5, -22, -0.5, -8, -1, -10, i
Cc1ccccc1N1C(=O)C2ON(c3ccccc3)C(c3ccco3)C2C1=O (centres undefined)
  5, -4, -2, 16, 0.9, 4, 4, -3, i
COC(=O)CCSCC(=O)Nc1cc(C)on1
  2, -5, -2, 37, 0.9, -5, -1, -9, i
Fc1ccc(COc2ccccc2CNc2nn[nH]n2)cc1
  2, -3, 1, -6, -1.7, -18, -5, -2, i
O=C(NC1CC1)c1ccc2c(Cl)c3c(nc2c1)CCCC3
  -3, 1, 0, -3, 0.6, 2, -2, -5, i
O=C(NCCCN1CCOCC1)c1cccc(NC(=O)c2ccccc2)c1
  -1, 1, 0, 8, -0.1, -4, -5, -2, +
CC1CCN(C(=O)COC(=O)c2ccc(Br)o2)CC1
  -5, 2, -2, 1, 0.0, -7, -3, 0, i
OC(c1ccccn1)C1CCN(Cc2nc(C(c3ccccc3)c3ccccc3)no2)CC1 (centres undefined)
  8, -2, 3, -7, -0.5, -3, 10, -8, i
COc1cc(/C=C/c2cc(C(=O)O)c3ccccc3n2)cc(OC)c1O
  -3, 5, 1, 5, 3.6, -8, -5, -6, i
COc1ccc(-c2cc3nc(-c4ccccc4)cc(N4CCCC(O)C4)n3n2)cc1 (centres undefined)
  4, -2, 2, 0, 0.8, 38, 4, 0, i
COc1ccc(C(C)=O)cc1COc1ccc(Cl)c(C)c1
  -4, -6, -2, -4, -0.5, 32, 3, -2, i
COc1ccc(-c2c(C)cc3oc(=O)cc(-c4ccccc4)c3c2C)cc1OC
  1, 1, -2, 4, 0.3, 25, -8, -1, i
Cn1c(CCNC(=O)C2CCCCC2)nc2cc(NC(=O)c3cccs3)ccc21
  1, 5, -4, -9, 0.3, -4, 0, -4, i
COc1ccc(N(CCC(=O)NCCc2ccccc2)S(=O)(=O)c2ccc(C)cc2C)cc1
  -1, -2, 1, -1, 0.1, 20, 5, -4, i
COCCNC(=O)CSc1ncnc2sccc12
  -1, 2, 3, 6, 0.4, -9, -5, 3, i
CN1OC[C@@H]2CN(C(=O)c3cccc4ccccc34)[C@H](c3ccccc3Br)C[C@@H]21
  2, 4, 9, -1, -0.6, -6, -10, -3, i
Cc1nc(C)c(C(=O)C2=C(O)C(=O)N(CCN3CCOCC3)C2c2ccco2)s1 (centres undefined)
  -3, 2, -2, 18, 1.7, -5, 2, -6, i

# Printed as active in Rpn11 block (from the list above):
canonical_smiles | CSN inh | MT1-MMP act inh | Rin1-Abl PPI inh | PABP1 MLLE inh | MsrA inh | eLon inh | MsrA act | Rpn11 block
O=C(NCCCN1CCOCC1)c1cccc(NC(=O)c2ccccc2)c1 | -1 | 1 | 0 | 8 | -0.1 | -5 | -2 | +

# The order is random; about 3.7% have a hit in one of these screens.
